Source: PubChem (Sanford-Burnham Center for Chemical Genomics)
ATG4B inh: inhibitors of human ATG4B cysteine protease; Q9Y4P1; 340,000 compounds, 0.51% hits; inhibition, % at 8.33 µM; AID 504462; ATG4B cleavage of LC3-PLA2, NBD-HPC fluorescence, 1 h; in the data active = inhibition above about 40%
Target sequence (Q9Y4P1 whole entry, looked up): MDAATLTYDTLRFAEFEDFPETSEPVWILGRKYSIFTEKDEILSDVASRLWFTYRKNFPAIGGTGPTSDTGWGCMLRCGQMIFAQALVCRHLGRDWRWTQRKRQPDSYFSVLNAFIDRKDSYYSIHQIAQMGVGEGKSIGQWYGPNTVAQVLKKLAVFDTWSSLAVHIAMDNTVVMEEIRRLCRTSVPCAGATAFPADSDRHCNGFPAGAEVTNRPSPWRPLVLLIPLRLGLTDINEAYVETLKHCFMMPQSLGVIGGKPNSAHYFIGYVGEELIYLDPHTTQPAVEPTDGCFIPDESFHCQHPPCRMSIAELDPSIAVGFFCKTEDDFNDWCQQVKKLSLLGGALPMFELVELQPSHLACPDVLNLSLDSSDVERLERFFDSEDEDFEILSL
MPTP inh: inhibitors of mitochondrial permeability transition pore; 360,000 compounds, 1.4% hits; inhibition, % at 10 µM; isolated mouse mitochondria, Ca2+ swelling absorbance, 30 min; AID 602449;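 active = inhibition of 50% or more, scaled per plate between neutral and stimulator controls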;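 also: 0% = DMSO wells given calcium and 100% = 1 mM EGTA wells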
NR3A LBD binder: modulates the human NR3A ligand-binding domain | NR3A LBD differential scanning fluorimetry, Tm shift; 0% = protein alone, 100% = glycine-bound protein | Tm shift relative to glycine control, % at 25 µM | 340,000 compounds, 2.5% hits | AID 1259313;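 active = melting temperature shift of at least 10% of the positive control shift, at one fixed dose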
PfG6PD inh: PfG6PD (Plasmodium falciparum) enzyme inhibition | PfGluPho enzyme, NADPH resazurin-diaphorase fluorescence | inhibition, % at 20 µM | 350,000 compounds, 0.78% hits;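 active = inhibition reaching at least a set limit at 20 µM in the primary screen, cut at about 59% in these data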;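 also: 0% = DMSO wells with substrate and 100% = DMSO wells lacking glucose-6-phosphate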
SENP1 inh: blocks the human SENP1 SUMO protease catalytic domain; Q9P0U3; recombinant SENP1 catalytic domain, CyPet-SUMO1-YPet FRET cleavage; inhibition, % at 10 µM; 360,000 compounds, 0.21% hits; AID 624204;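 active = inhibition at least 30% at 10 µM, raw YFP signal under a set limit, fluorescence ratio 0.5 to 1.5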;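 also: 0% = enzyme with DMSO and 100% = no enzyme wells; some results filed as inactive read as strong as hits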
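Assay system – human recombinant His6-tagged SENP1 catalytic domain enzyme · Input – SENP1 enzyme, 20 pM final · Buffer or medium – Tris pH 8 buffer plus EDTA, NaCl, BME, BSA, NP40, catalase · Schedule – 50 min reaction at room temperature · Technique – FRET read of cyan and yellow fluorescence · Control set – no-enzyme wells low, DMSO-plus-enzyme wells high control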
hIAP act: increases human intestinal alkaline phosphatase activity; AID 2524; activation factor at 10 µM; purified human IAP, CDP-Star luminescence, 30 min; hits give high values; 1 = vehicle-only enzyme, 0 = enzyme-free background; 330,000 compounds, 0.16% hits; P09923;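 active = activation factor of the enzyme at least 2-fold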; also: the source names both 10 and 20 µM as test concentration; values of inactives mirror those of a sister screen read the other way
Target sequence (P09923 whole entry, looked up): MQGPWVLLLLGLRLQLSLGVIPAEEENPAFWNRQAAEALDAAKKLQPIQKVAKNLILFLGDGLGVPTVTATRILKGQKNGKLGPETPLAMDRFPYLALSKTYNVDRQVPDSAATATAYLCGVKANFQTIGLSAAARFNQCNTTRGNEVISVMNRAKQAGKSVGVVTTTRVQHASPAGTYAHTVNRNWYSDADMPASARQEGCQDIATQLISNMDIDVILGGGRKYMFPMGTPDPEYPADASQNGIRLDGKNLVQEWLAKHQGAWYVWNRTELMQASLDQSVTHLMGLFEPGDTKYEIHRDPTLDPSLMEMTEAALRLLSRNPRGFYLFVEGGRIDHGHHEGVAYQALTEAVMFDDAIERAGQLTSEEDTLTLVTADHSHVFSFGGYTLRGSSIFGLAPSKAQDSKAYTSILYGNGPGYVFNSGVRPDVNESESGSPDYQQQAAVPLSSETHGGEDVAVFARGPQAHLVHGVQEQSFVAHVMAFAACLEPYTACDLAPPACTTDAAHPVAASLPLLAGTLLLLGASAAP
SENP8 inh: inhibitors of human SENP8 protease | recombinant SENP8, Nedd8 substrate fluorescence | inhibition, % at 20 µM | 360,000 compounds, 0.64% hits | AID 602440; in the data active = inhibition mostly above about 40%, no sharp cut-off; inactive = mostly below about 27%
SENP6 inh: inhibitors of human SENP6 protease. Recombinant SENP6 catalytic domain, aminoluciferin luminescence. 330,000 compounds, 1.8% hits. Q9GZR1. inhibition, % at 10 µM;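 active = inhibition above about 50% at the single tested dose, limit read from the data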;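 also: plate controls were DMSO wells with enzyme for no effect and DMSO wells lacking enzyme for full effect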
Active calls of the source: *; · = no result given.

SMILES	ATG4B inh	MPTP inh	NR3A LBD binder	PfG6PD inh	SENP1 inh	hIAP act	SENP8 inh	SENP6 inh
O=C(COC(=O)Cn1cnc2ccccc2c1=O)NCc1ccccc1	-4	-1.5	1	-1	0	1	-13	-8
CCOc1ccccc1C(=O)OCC(=O)NCCNC(=O)COC(=O)c1ccccc1OCC	-6	-1.9	0	-2	0	1.1	6	-1
COc1ccc(N2CCOCC2)c(NC(=O)c2cccnc2)c1	5	-0.5	2	8	1	1	11	-6
O=C(Cc1ccc(Cl)cc1)N/N=C/c1cccc(O)c1	5	-0.3	-6	-9	5	0.88	10	-14
O=C(COC(=O)CNC(=O)c1ccc([N+](=O)[O-])o1)Nc1ncc(Cl)cc1Cl	-4	-1.0	-2	20	-5	1.2	15	11
Cc1cc(C(=O)OCC(=O)NCc2ccc3c(c2)OCO3)c2ccccc2n1	5	-0.9	-2	-6	3	0.92	-6	-13
COc1ccc(CN2CCC(C(=O)Nc3ccc(Oc4ccccc4)nc3)CC2)cc1F	-12	2.7	3	8	0	0.92	6	-1
CC1(C)CC(=O)C2(CC3=C(CC(C)(C)CC3=O)O2)C(=O)C1	-4	-0.3	1	-12	1	1	14	-15
Cc1cc(SCc2ccc(Cl)cc2)nc(=O)[nH]1	-2	-0.9	-1	-6	-13	1.1	-7	-4
CC(Sc1nnc(-c2ccc(Cl)cc2Cl)n1Cc1ccccc1)C(=O)Nc1nccs1 (stereo not given)	-17	-1.2	-1	-4	2	1	31	-14
O=C(Cc1ccccc1F)Nc1cc(S(=O)(=O)N2CCCC2)ccc1Cl	-6	2.4	1	-3	1	0.97	16	-10
C[C@H](NC(=O)C1CC(=O)N(c2ccc(F)cc2)C1)C(=O)N1CCCCC1 (stereo not given in full)	-10	-0.9	0	-17	3	0.94	6	14
COc1cccc(OC)c1C(=O)OCc1c(-c2ccccc2)ncc2ccccc12	-2	-0.4	-3	12	0	1	6	-18
Cc1ccc(C(=O)N/C(=C\c2ccccc2F)c2nc(=S)[nH][nH]2)cc1	-10	-1.2	4	1	-23	1	-33	-2
COc1ccc(NC(=O)N(C)C[C@H]2Oc3c(NC(=O)Nc4c(C)noc4C)cccc3C(=O)N([C@H](C)CO)C[C@@H]2C)cc1	-6	0.1	4	-9	1	1.1	12	10
Cc1cccn2c(=O)c(/C=C3\SC(=S)N(CC(C)C)C3=O)c(NCCCOC(C)C)nc12	-6	13	1	-1	37	0.86	29	-3
COc1ccc(CCNC(=S)Nc2ccccc2C)cc1	-4	-6.3	3	22	2	1.2	18	-4
Cc1ccc(N(CC(=O)NCc2ccc(F)cc2)C(=O)c2csnn2)cc1C	-12	-3.9	2	-12	5	1.1	0	-15
O=C(NC1CCN(Cc2ccccc2)C1)c1cc(COc2ccc(F)cc2F)on1 (stereo not given)	15	-0.5	0	16	-14	0.96	-7	-8
CC1(C)CC(=O)C(c2ccccc2)(c2ccccc2)C(=O)C1	-12	-2.1	-3	-4	4	·	19	·
COc1ccc([C@@]23Oc4cc(OC)cc(OC)c4[C@]2(O)[C@H](O)[C@H](C(=O)N(C)C)[C@H]3c2ccccc2)cc1	-3	1.5	1	-1	0	·	11	·
Fc1cccc(Cc2noc(CN3CCC(c4ccncc4)CC3)n2)c1	5	6.8	0	1	0	1	10	-7
O=C(CSc1n[nH]c(-c2ccncc2)n1)NC1CCS(=O)(=O)C1 (stereo not given)	12	-1.8	-2	35	-11	1	-119	-9
CCOC(=O)C1CCCN(C(=O)c2cn(CC)c3ccc(S(=O)(=O)N(C)C)cc3c2=O)C1 (stereo not given)	-3	-0.8	-2	0	1	0.88	11	0
CS(=O)(=O)c1ccccc1C(=O)Nc1cc(Cl)ccc1-n1cncn1	0	-0.7	0	-14	2	1.1	-7	-9
Cc1ccccc1OCC(=O)NNC(=O)C1CCCCC1C(=O)O (stereo not given)	2	-0.6	0	19	1	1.1	10	0
O=C(NCC(c1cccnc1)N1CCOCC1)c1ccco1 (stereo not given)	6	0.7	-2	-10	0	0.81	24	-11
CC1(C)CC(NC(=O)C(=O)NCCc2ccc(Cl)cc2)CC(C)(C)N1	-6	0.6	-5	0	1	1.1	-1	-28
O=C(CN1c2ccccc2S(=O)(=O)c2ccccc21)NCc1ccccc1	3	0.2	-3	-4	-8	1.1	-97	5
N#C/C(=N\Nc1ccccc1[N+](=O)[O-])C(=N)N1CCCCC1	7	0.4	8	-8	1	0.9	20	16
CCOC1CCCC(n2cnc3c(=S)nc[nH]c32)O1 (stereo not given)	-4	1.1	-1	43	2	·	-16	·
COCCN1Cc2cccc(C(=O)Nc3ccc(S(=O)(=O)N4CCCCC4)cc3)c2C1=O	6	1.1	-1	3	1	1.1	7	9
COc1cc(/C=C/C(=O)OCC(=O)N2CCc3ccccc32)cc(OC)c1OC	·	-1.4	·	9	-2	·	-384	·
CCN(CC)S(=O)(=O)c1ccc(N2CCOCC2)c(NS(=O)(=O)c2ccc(C)c(C)c2)c1	-2	0.9	-7	-3	1	1.1	24	-24
O=C(Nc1ccccc1NC(=O)c1ccc(F)cc1)c1ccc(F)cc1	2	-0.8	1	-5	1	0.99	8	-5
CCCCCOc1ccc(NC(=O)C(=O)NCC2CCCN2CC)cc1 (stereo not given)	3	17	-2	-15	2	1.1	10	-6
Cc1cc(C(=O)N/N=C2\CC(=O)c3ccccc32)c(C)n1-c1ccc(F)cc1	2	1.4	-2	2	4	0.89	79*	73*
CCCCc1nc2ccccc2c(NC(=O)CN(CC)CC)c1CCC	-6	-2.0	1	1	0	1.1	14	-28
C/C(=N/Nc1nc(C)c(C)s1)c1cccc([N+](=O)[O-])c1	-5	1.2	-6	20	1	1.1	12	15
CCn1nc2cc(C(=O)NCc3cc(C(F)(F)F)cc(C(F)(F)F)c3)ccc2c1OC	9	0.6	-4	9	0	1.1	-500	-1
COc1ccc(/C=C/C(=O)Nc2cc(C)on2)cc1	-6	0.3	-3	-5	0	0.95	-3	-13
O=C(Nc1ccc(OCc2ccccc2Cl)cc1)c1cccnc1	1	1.2	0	-4	1	0.83	12	-5
Cc1ccc(N2CC(C(=O)N3CCOCC3)CC2=O)cc1C (stereo not given)	4	-0.8	0	-8	0	0.86	5	-12
CCOC(=O)c1c(C)[nH]c(C(=O)OCC(=O)NC2(C#N)CCCCC2)c1C	-3	0.1	1	-3	0	1	7	-11
CC(C)c1ccc(S(=O)(=O)c2nnn3c2nc(NCC2CCCO2)c2ccccc23)cc1 (stereo not given)	-1	2.1	-4	-7	2	0.98	-303	1
O=C(Nc1cc(S(=O)(=O)N2CCOCC2)ccc1O)c1ccc(S(=O)(=O)N2CCCCC2)cc1	-6	-1.0	-8	-8	4	1	12	7
Cc1cc(-c2nnc3sc(C4CCCCC4)nn23)n[nH]1	-4	-0.4	0	-3	-1	1.2	17	-19
O=C(NCc1ccccn1)c1ccc(Cl)c(S(=O)(=O)N2CCCCCC2)c1	-1	-0.5	-1	-8	-1	1.1	-6	3
COc1ccc2cc(S(=O)(=O)NCc3cccnc3)ccc2c1	-3	-0.3	0	14	0	0.9	4	5
O=C(COc1cc(Cl)c(Cl)cc1Cl)Nc1ccc([N+](=O)[O-])cc1Cl	0	0.9	10*	1	1	0.82	17	-1

Structures above that contain an aryl thioether with sulfur outside any ring:
SMILES	ATG4B inh	MPTP inh	NR3A LBD binder	PfG6PD inh	SENP1 inh	hIAP act	SENP8 inh	SENP6 inh
Cc1cc(SCc2ccc(Cl)cc2)nc(=O)[nH]1	-2	-0.9	-1	-6	-13	1.1	-7	-4
CC(Sc1nnc(-c2ccc(Cl)cc2Cl)n1Cc1ccccc1)C(=O)Nc1nccs1 (stereo not given)	-17	-1.2	-1	-4	2	1	31	-14
O=C(CSc1n[nH]c(-c2ccncc2)n1)NC1CCS(=O)(=O)C1 (stereo not given)	12	-1.8	-2	35	-11	1	-119	-9

Next part.
SMILES	ATG4B inh	MPTP inh	NR3A LBD binder	PfG6PD inh	SENP1 inh	hIAP act	SENP8 inh	SENP6 inh
O=C(Nc1ccc(F)cc1)C(=O)c1cn(CC(=O)N2CCOCC2)c2ccccc12	-13	0.9	0	8	0	1.1	-7	3
COCCN1Cc2cccc(C(=O)NCC3CCN(CC(C)C)C3)c2C1=O (stereo not given)	1	1.1	-1	-6	-4	1	20	0
O=C(O)CCCC(=O)Nc1ccc(Oc2ncnc3cc(Cl)ccc23)nc1	-3	3.1	0	-6	1	1.1	-25	3
CCCCOc1ccc(/C=C/C(=O)NC2=Nc3ccccc3NC(C)=C2C(=O)OCC)cc1OC	-7	4.3	-19	12	-9	1	-90	2
CN1CCN(C(=S)c2ccc(Br)cc2)CC1	-12	1.6	2	59*	2	0.88	3	2
N#Cc1ccccc1OCC(=O)OCC(=O)N1CCN(C(=O)c2ccco2)CC1	2	0.0	-1	16	3	1.1	8	-5
N/C(=N\OC(=O)CCCCCN1C(=O)c2ccccc2C1=O)c1ccccn1	-1	0.3	-2	6	1	1	3	26
CN(CC(CC(=O)Nc1nncs1)c1ccccc1)S(=O)(=O)c1ccc(Br)cc1 (stereo not given)	5	0.2	-1	25	4	1	12	6
CN1CCN(CC(=O)N2c3ccccc3C(C)(c3ccc(Cl)cc3)CC2(C)C)CC1 (stereo not given)	-5	75*	7	0	1	0.99	28	-9
Cn1c(=O)c(C#N)c(-c2ccccc2)n2cnnc12	11	4.2	0	-8	-2	0.96	17	-8
Cc1ccsc1C(=O)Nc1ccc(O)c(-c2nc3ccccc3s2)c1	-2	2.2	8	0	-37	1.2	-70	-33
Cc1cccc(C(C)C)c1NC(=O)c1c(-c2ccccc2)noc1C	6	-1.4	-1	-10	-1	0.96	3	-7
C/C(=N\O)c1ccc(N2C(=O)C3CC=C(Cl)CC3C2=O)cc1 (stereo not given)	-6	0.3	2	-12	0	1.2	12	2
COc1ccc(NC(=O)CN2CCN(C(=O)C3CCCO3)CC2)c(OC)c1 (stereo not given)	11	-1.4	-4	-5	-1	1.2	1	1
